# Source: PubChem
# MPTP inh: mitochondrial permeability transition pore inhibitors, primary screen, biochemical, isolated mouse mitochondria, absorbance; 1.4% of 360,000 active; Ca2+ swelling absorbance, 30 min; inhibition, % at 10 µM;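 active = inhibition of 50% or more, scaled per plate between neutral and stimulator controls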;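 note: 0% = DMSO wells given calcium and 100% = 1 mM EGTA wells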
# HKDC1 inh: HKDC1 hexokinase inhibitors, primary screen, biochemical, fluorescence, uHTS. Q2TB90. inhibition, % at 20 µM. recombinant HKDC1, G6PDH/diaphorase resazurin coupled fluorescence. 0.16% of 340,000 active. AID 493160, 2011;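 active = inhibition above about 35% when tested at 20 µM, limit read from the data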;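 note: plate controls were DMSO wells with enzyme for no effect and DMSO wells lacking enzyme for full effect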
#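 System: Recombinant HKDC1 hexokinase | Amount: HKDC1 at 5 µg/mL | Reagent: Glucose with 1 mM ATP | Doses: Single 20 µM dose | Incubation: Reaction time 90 min, room temperature, protected from light | Signal: Coupled resazurin fluorescence, excitation 525 nm, emission 613 nm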
# SENP6 inh: SENP6 protease inhibitors, primary screen, biochemical, luminescence, uHTS; inhibition, % at 10 µM; AID 2599, 2010; Recombinant SENP6 catalytic domain, aminoluciferin luminescence; 1.8% of 330,000 active;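 active = inhibition above about 50% at the single tested dose, limit read from the data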;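 note: plate controls were DMSO wells with enzyme for no effect and DMSO wells lacking enzyme for full effect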
# Target sequence (Q9GZR1 628-1112 limits assumed): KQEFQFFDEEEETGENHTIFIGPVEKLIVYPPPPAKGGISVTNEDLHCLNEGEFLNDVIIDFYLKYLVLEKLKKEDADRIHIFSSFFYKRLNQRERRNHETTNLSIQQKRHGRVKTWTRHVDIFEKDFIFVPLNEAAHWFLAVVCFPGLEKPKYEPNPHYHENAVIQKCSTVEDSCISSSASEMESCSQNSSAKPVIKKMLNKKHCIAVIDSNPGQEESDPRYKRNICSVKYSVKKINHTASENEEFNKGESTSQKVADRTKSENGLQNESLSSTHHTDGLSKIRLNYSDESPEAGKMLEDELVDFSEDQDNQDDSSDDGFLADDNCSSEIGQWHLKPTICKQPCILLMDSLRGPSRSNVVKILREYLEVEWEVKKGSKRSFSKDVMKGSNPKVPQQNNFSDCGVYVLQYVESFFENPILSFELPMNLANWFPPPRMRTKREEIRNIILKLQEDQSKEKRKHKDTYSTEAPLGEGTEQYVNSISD
# GRIN3A LBD mod: binders of NR3A ligand-binding domain, primary screen, biophysical, differential scanning fluorimetry, uHTS; 2.5% of 340,000 active; Glutamate receptor ionotropic, NMDA 3A (GRIN3A) ligand-binding domain; NR3A LBD differential scanning fluorimetry, Tm shift; 0% = protein alone, 100% = glycine-bound protein; Tm shift relative to glycine control, % at 25 µM; AID 1259313, 2017;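 active = melting temperature shift of at least 10% of the positive control shift, at one fixed dose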
# ATG4B inhibitor: ATG4B protease inhibitors, primary screen, biochemical, fluorescence, uHTS; ATG4B cleavage of LC3-PLA2, NBD-HPC fluorescence, 1 h; inhibition, % at 8.33 µM; 0.51% of 340,000 active; AID 504462, 2011; in the data active = inhibition above about 40%
# SENP7 inh: SENP7 protease inhibitors, primary screen, biochemical, luminescence, uHTS; recombinant SENP7, Z-RLRGG-aminoluciferin luminescence, 40 min; inhibition, % at 5 µM; 1.5% of 330,000 active;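 active = inhibition above about 50% at the single test dose, limit read from the data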;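 note: plate controls were DMSO with enzyme for no effect and no enzyme buffer wells for full effect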
# Target sequence (Q9BQF6 706-1050 limits assumed): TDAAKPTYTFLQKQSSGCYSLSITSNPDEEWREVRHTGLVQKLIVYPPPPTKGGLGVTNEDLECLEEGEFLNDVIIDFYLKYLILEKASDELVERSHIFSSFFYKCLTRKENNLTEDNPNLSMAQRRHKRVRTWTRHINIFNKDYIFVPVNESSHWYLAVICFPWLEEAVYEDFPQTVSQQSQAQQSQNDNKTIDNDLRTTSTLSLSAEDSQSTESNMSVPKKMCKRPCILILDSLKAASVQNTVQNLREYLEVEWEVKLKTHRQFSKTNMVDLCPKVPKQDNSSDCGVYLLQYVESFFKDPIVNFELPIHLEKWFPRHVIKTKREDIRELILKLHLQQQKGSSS
# PfG6PD inh: PfG6PD enzyme inhibitors, primary screen, biochemical, fluorescence intensity, uHTS. glucose-6-phosphate dehydrogenase-6-phosphogluconolactonase (Plasmodium falciparum 3D7). PfGluPho enzyme, NADPH resazurin-diaphorase fluorescence. inhibition, % at 20 µM. 0.78% of 350,000 active. AID 504690, 2011;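 active = inhibition reaching at least a set limit at 20 µM in the primary screen, cut at about 59% in these data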;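 note: 0% = DMSO wells with substrate and 100% = DMSO wells lacking glucose-6-phosphate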
# SENP8 inh: human SENP8 protease inhibitors, primary screen, biochemical, fluorescence, Nedd8 protein substrate, uHTS. Sentrin-specific protease 8 (Homo sapiens), Q96LD8. recombinant SENP8. inhibition, % at 20 µM. 0.64% of 360,000 active; in the data active = inhibition mostly above about 40%, no sharp cut-off; inactive = mostly below about 27%
# Target sequence (Q96LD8 whole entry, looked up): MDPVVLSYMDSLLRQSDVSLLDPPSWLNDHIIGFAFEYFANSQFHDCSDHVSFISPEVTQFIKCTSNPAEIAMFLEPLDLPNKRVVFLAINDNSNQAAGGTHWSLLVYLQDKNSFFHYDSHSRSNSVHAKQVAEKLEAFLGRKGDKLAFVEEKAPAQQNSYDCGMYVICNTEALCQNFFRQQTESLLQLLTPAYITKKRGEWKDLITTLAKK
# An asterisk follows results filed as active; i = inactive; nt = not tested or not shown.
SMILES	MPTP inh	HKDC1 inh	SENP6 inh	GRIN3A LBD mod	ATG4B inhibitor	SENP7 inh	PfG6PD inh	SENP8 inh
COc1ccc(C(C)NC(=O)Cc2cccs2)cc1 (configuration not stated)	-0.2	-4	23	0	0	1	5	8
COc1ccc2c(c1)O/C(=C\c1ccco1)C2=O	3.4	1	5	1	-1	4	13	-268
Cc1ccc2c(c1)C=CC(C)N2C(=O)c1ccccc1 (configuration not stated)	0.0	-1	13	-3	13	-1	-10	20
COc1ccc(F)cc1S(=O)(=O)n1nnc2ccccc21	1.4	0	15	1	-5	-5	0	7
CCn1cc(C(=O)N2CCN(C3CCCCC3)CC2)c2cc(OC)c(OC)cc2c1=O	-1.2	-2	-1	2	4	-12	-1	18
COc1cc(/C=C/C(=O)O)ccc1S(=O)(=O)N1CCCc2ccccc21	-0.4	0	3	0	3	0	24	17
Cc1ccc(CN2CCN(Cc3ccc(OC(C)C)cc3)CC2CCO)o1 (configuration not stated)	1.1	-2	14	-1	9	7	1	12
COc1ccc(C)cc1S(=O)(=O)N1CCCC(C(=O)N2CCOCC2)C1 (configuration not stated)	-1.4	-6	-12	0	-3	-6	6	3
C#CCNC(=O)C1=C[C@@H](c2coc3ccccc3c2=O)[C@H](CCCO)[C@@H](OCC)O1	-1.2	-2	-1	2	-16	-3	6	10
CNC(=O)[C@@H]1C[C@H]1[C@@H](NC(=O)OCc1ccccc1)c1ccccc1	-0.6	-3	-1	-2	0	1	-4	3
COc1ccc(OC)c(S(=O)(=O)n2nnc3cc(Cl)ccc32)c1	-2.1	10	2	0	-7	-12	-4	9
O=C1c2ccccc2-c2onc3ccc(NCCCn4ccnc4)c1c23	nt	30	0	-403	i	7	11	nt
CC1Nc2nc(N(C)C)[nH]c(=O)c2NC1C (configuration not stated)	2.5	-7	nt	1	7	nt	-4	-389
Cc1ccc(C(=O)c2c3ccc([N+](=O)[O-])cc3[n+]([O-])n2CCCC(N)=O)cc1	-2.2	9	4	0	6	7	-2	24
O=C1c2ccsc2SCCN1Cc1ccc(Cl)cc1Cl	-0.1	10	2	1	36	0	2	12
CCn1c(CCNC(=O)c2cccs2)nnc1SCC(=O)Nc1nc(-c2ccccc2)cs1	7.8	-1	-18	-6	-4	-10	30	26
COC(=O)c1ccc(CO/N=C2\CCCc3nonc32)cc1	-2.5	-6	-24	-1	-4	-6	0	-4
COc1ccccc1C(=O)COC(=O)CNS(=O)(=O)c1ccc(C)c(C)c1	-0.1	-3	-18	2	-9	-8	9	2
COc1ccccc1Cn1c(=O)[nH]c2cccnc21	0.0	-1	2	3	12	4	-14	22
CN(c1ccccc1)S(=O)(=O)c1ccc(C(=O)OCC(=O)NCc2ccco2)cc1	0.8	-4	-7	-2	-2	-14	11	18
CCc1nnc(NC(=O)C2CC(=O)N(CCc3ccccc3)C2)s1 (configuration not stated)	0.7	0	-17	-2	-2	2	-3	16
C/C(=N\N=C(/N)SC1CC(=O)N(c2ccc(Cl)cc2)C1=O)c1cccs1 (configuration not stated)	2.0	-1	-3	18*	12	-2	-39	25
COc1ccc(N=Nc2cc(-c3ccccc3)ccc2O)cc1	0.9	4	5	-8	2	4	9	25
CC1CCCCC1NC(=O)c1cccc(S(=O)(=O)N2CCN(Cc3ccccc3)CC2)c1 (configuration not stated)	-1.1	2	-13	1	2	-16	2	16
O=C(CCCc1nc(-c2ccccc2Cl)no1)NC1CCCCC1	-0.9	-4	3	-2	-1	-6	-8	23
CCOc1ccc(S(=O)(=O)N2CCCCC2)cc1NC(=O)Cc1ccsc1	-0.5	-4	1	-2	0	2	-5	-21
Cc1ccnc(SCC(=O)Nc2sccc2C#N)n1	-2.0	-1	-5	-1	-4	4	-8	-10
CCOC(=O)CC1(c2ccc(OC)c(OC)c2)C(=O)c2ccccc2C1=O	-0.1	-3	7	2	-10	7	0	8
COc1ccc(NC(=O)NN2CCN(C)CC2)cc1	-0.5	-5	3	-1	-5	9	3	0
COc1cccc(NC(=O)Cn2c(=O)oc3ccccc32)c1	-0.7	-12	4	-3	-8	4	6	7
COC(=O)COc1ccc(NC(=O)c2ccco2)cc1	0.5	-9	11	2	-2	-5	5	17
O=P(O)(CP(=O)(c1ccccc1)c1ccccc1)c1ccccc1O	0.5	-7	-5	-5	-2	-14	10	41*
CCN1CCN(c2ccc(S(=O)(=O)N3CCCCC3)cc2NC(=O)/C=C/c2ccc(OC)c(OC)c2)CC1	2.5	1	0	3	-20	3	9	-107
O=C1CC(N2CCN(C3CCc4ccccc4C3)CC2)C(=O)N1c1ccccc1 (configuration not stated)	-1.8	-1	-10	0	1	9	2	31
Cc1cc(C)nc(N2CCCC(C(=O)NC3CC3)C2)n1 (configuration not stated)	-1.1	-6	-25	-2	-5	3	-2	-24
Cc1cc(C)nc(N2CCC(C(=O)NNC(=O)c3ccccc3)CC2)n1	-0.1	-1	-6	1	2	-1	-7	-29
CSCCC(C(=O)N1C[C@]2(C)C[C@H]1CC(C)(C)C2)N1C(=O)c2ccccc2C1=O (some centres not stated)	-1.7	2	-8	-1	-19	1	1	32
CC(OC(=O)CCN1C(=O)C2CC=CCC2C1=O)C(=O)Nc1cccc(C#N)c1 (configuration not stated)	-1.2	2	-13	1	3	-3	-14	28
O=C(Cc1ncc(C(F)(F)F)cc1Cl)N1CCN(c2cccc(Cl)c2)CC1	1.4	-3	-12	1	-3	-4	-1	24
O=C(CSc1cn(CCNC(=O)c2ccccc2F)c2ccccc12)NCC1CCCO1 (configuration not stated)	0.1	-10	-2	-3	4	-3	-8	4
CC/C(=N\O)c1ccc(OC)c(OC)c1	1.2	1	-3	-1	9	-3	-9	20
CCOC(=O)C1CCCCN1S(=O)(=O)c1ccc2c(c1)CC(C)N2C(=O)C1CCC1 (configuration not stated)	4.3	1	2	2	0	2	4	2
COc1ccccc1C(=O)OCC(=O)NC(=O)NC1CCCC1	-2.4	-3	4	3	-2	1	4	6
COc1ccccc1NC(=O)CC(c1ccc(F)cc1)c1ccco1 (configuration not stated)	-0.3	2	-10	1	0	-5	25	16
Cc1sc2ncnc(N3CCN(S(=O)(=O)c4ccc(C(C)(C)C)cc4)CC3)c2c1C	100*	-3	-17	3	0	4	10	-6
Cc1ccccc1NC(=O)CCN1CCN(C)CC1	-0.6	-8	-7	-1	6	6	6	4
COCCNC(=O)Cn1cc(C(=O)c2cccs2)c2ccccc21	-0.5	-1	3	5	-7	-5	-11	6
O=C(Cc1c[nH]c2ccccc12)NCc1ccc(Cl)cc1Cl	4.3	-4	-26	-16	-3	-13	42	8
CCOc1cc(C(c2c(C)[nH][nH]c2=O)c2c(C)[nH][nH]c2=O)ccc1O	-0.7	-2	-4	-2	3	9	21	47*
Cn1cc(CCC(=O)NCc2ccc(Cl)cc2)c2ccccc21	1.8	1	-14	1	-1	-7	7	0
CC1(C)NC(=O)N(CC(=O)OCC(=O)Nc2cc(S(=O)(=O)N3CCCCCC3)ccc2Cl)C1=O	0.2	-5	3	-2	-8	6	-6	18
CC(=O)Nc1ccc(S(=O)(=O)N2CCN(c3cnn(C)c(=O)c3Cl)CC2)cc1	-0.7	2	-19	-1	-2	-9	-22	6
O=C(c1ccc(N2CCCC2)c([N+](=O)[O-])c1)N1CCc2ccccc2C1	-0.5	4	4	-3	21	-3	17	50*
Cc1cccc(C=CC(=O)c2ccc(Cl)cc2)c1	-0.5	14	nt	4	-5	nt	10	10
O=C(CN1C(=O)NC2(CCCC2)C1=O)N1CCN(c2ccccc2Cl)CC1	-1.5	-3	0	2	5	6	-16	0
CCOC(=O)C1=CN(Cc2cccc(Br)c2)S(=O)(=O)NC1C (configuration not stated)	0.7	13	nt	3	-11	-7	16	-6

# A section from the list above, as a working copy:
SMILES	MPTP inh	HKDC1 inh	SENP6 inh	GRIN3A LBD mod	ATG4B inhibitor	SENP7 inh	PfG6PD inh	SENP8 inh
O=C(c1ccc(N2CCCC2)c([N+](=O)[O-])c1)N1CCc2ccccc2C1	-0.5	4	4	-3	21	-3	17	50*
Cc1cccc(C=CC(=O)c2ccc(Cl)cc2)c1	-0.5	14	nt	4	-5	nt	10	10
O=C(CN1C(=O)NC2(CCCC2)C1=O)N1CCN(c2ccccc2Cl)CC1	-1.5	-3	0	2	5	6	-16	0
CCOC(=O)C1=CN(Cc2cccc(Br)c2)S(=O)(=O)NC1C (configuration not stated)	0.7	13	nt	3	-11	-7	16	-6

# Later entries.
SMILES	MPTP inh	HKDC1 inh	SENP6 inh	GRIN3A LBD mod	ATG4B inhibitor	SENP7 inh	PfG6PD inh	SENP8 inh
COc1ccc(C2c3ccc(O)cc3Oc3ncn4nc(-c5ccccn5)nc4c32)cc1OC (configuration not stated)	1.7	-10	-20	-7	-15	-7	4	1
COc1ccc2c(c1)N(C)/C(=C/c1cccc[n+]1C)S2	0.8	-5	-35	2	-2	-8	5	19
CCCNC(=O)CN1C(=O)NC(CC)(c2ccc(F)cc2)C1=O (configuration not stated)	-0.6	-5	-19	1	-7	6	7	20
CN1C(=O)[C@@H]2[C@@H]3C[C@@H]([C@H]4ON=C(c5ccc(Cl)cc5Cl)[C@@H]34)[C@@H]2C1=O	0.3	-4	-3	-1	-7	0	-4	12
Cc1cccn2c(CNCCCn3ncc4ccccc43)c(C(=O)N3CCCCC3)nc12	1.1	-4	5	-2	3	4	-10	4
COc1ccccc1/C=C(/C(=O)NCCCn1ccnc1)c1ccccc1	-0.5	7	-15	-2	5	0	-42	6
N#Cc1cccc(NS(=O)(=O)c2ccc(S(=O)(=O)N3CCOCC3)cc2)c1	-1.1	-4	4	1	-7	7	-14	-10
O=C(/C=C/c1ccc(S(=O)(=O)N2CCOCC2)cc1)NCc1ccccc1	2.3	13	-2	-3	-10	0	-14	10
O=C(COC(=O)COc1ccccc1)Nc1ccc(OC(F)(F)F)cc1	1.4	7	-4	-10	-13	-1	-6	11
O=C(Nc1cccnc1)NC1CCCCC1	-1.7	-11	-28	-4	6	0	-4	7
CC1CCN(CCOc2cccc(Br)c2)CC1	-0.3	-8	-2	11*	0	5	0	7
CCCn1c(CCNC(=O)c2ccco2)nc2ccccc21	1.1	-3	-9	2	-6	-6	2	1
CC(C)(C)OC(=O)[C@H](Cc1ccccc1)NC(=O)c1nc[nH]c1C(=O)NCCCCCN	-0.1	-1	-12	2	9	-16	-4	7
CCOC(=O)Cn1nc(C)c(NC(=O)c2cccc([N+](=O)[O-])c2)c1C	1.6	-5	nt	-1	-5	nt	-3	-2
Cc1cc(C)nc(N2CCCC(C(=O)Nc3cc(F)ccc3C)C2)n1 (configuration not stated)	-0.7	-6	5	1	1	4	-9	-18
Cc1cc(/C=C2\SC(N)=NC2=O)c(C)n1-c1ccccc1	-0.2	-1	-11	-2	-6	-4	-3	-62
Cc1ccc(-c2nn(Cc3ccccc3)cc2/C=C/C(=O)O)cc1C	0.7	-7	0	2	8	-1	-14	14
Cc1ccc(S(=O)(=O)Cc2ccc(C(=O)N3CCCCC3C)cc2)cc1 (configuration not stated)	0.1	1	10	-2	4	3	13	-7
COc1ccc(-c2cc3c(=O)n(CC(=O)NC4CCN(Cc5ccccc5)CC4)ncn3n2)cc1	1.2	-8	-6	-1	0	3	-12	-52
